GSTO1 inh: blocks human GSTO1 in RBBP9 counter-screen; P78417; recombinant GSTO1, activity-based probe fluorescence polarization; inhibition, % at 5.96 µM; 300,000 tested, 1.1% active; AID 1974;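 active = inhibition above the campaign mean inhibition plus 3 SD, cut at about 35% in these data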;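 note: 0% = GSTO1-1 with DMSO and 100% = wells lacking GSTO1-1 enzyme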
PAD4 inh: inhibitors of human PAD4; AID 485272; 330,000 tested, 0.41% active; inhibition, % at 6.36 µM; Q9UM07; recombinant PAD4, RCA probe fluorescence polarization;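 active = percent inhibition above a cutoff equal to the mean of all tested compounds plus 3 SD, cut at about 15% in these data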;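 note: 0% = PAD4 with RCA probe and DMSO and 100% = probe without PAD4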
PAFAH1B3 inh: inhibitors of human PAFAH1B3 | inhibition, % at 3.39 µM | 340,000 tested, 0.28% active | AID 492972 | recombinant PAFAH1B3, FP-rhodamine probe, fluorescence polarization;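 active = inhibition above the screen-wide average of all tested compounds plus 3 SD, cut at about 25% in these data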;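 note: 0% = enzyme with DMSO only and 100% = wells lacking PAFAH1B3 protein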
Target sequence (Q15102 whole entry, looked up): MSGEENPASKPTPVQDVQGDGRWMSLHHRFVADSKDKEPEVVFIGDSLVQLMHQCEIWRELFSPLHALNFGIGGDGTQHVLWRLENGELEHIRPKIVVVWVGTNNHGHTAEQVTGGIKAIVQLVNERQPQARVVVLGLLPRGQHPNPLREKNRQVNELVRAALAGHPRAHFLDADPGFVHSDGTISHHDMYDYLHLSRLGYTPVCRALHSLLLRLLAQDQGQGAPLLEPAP
LYPLA1 inh: LYPLA1 (human) inhibition in PME1 counter-screen. recombinant LYPLA1, FP-Rh probe fluorescence polarization. AID 2174. inhibition, % at 5.9 µM. 320,000 tested, 0.16% active. O75608;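 active = inhibition above the mean of all tested compounds plus 3 SD, set per campaign, cut at about 14% in these data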;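 note: inhibitors block serine hydrolase probe labeling of LYPLA1 so polarization falls; 0% = enzyme with DMSO and 100% = wells lacking LYPLA1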
PME-1 primary: PME-1 (human) inhibition. recombinant PME-1, FP-Rh probe fluorescence polarization. AID 2130. Q9Y570. inhibition, % at 5.9 µM. 320,000 tested, 0.53% active;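 active = inhibition above the campaign mean of all compounds plus 3 SD, cut at about 26% in these data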;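 note: competitive labeling of PME-1 active site by serine hydrolase directed probe; 0% = PME-1 with DMSO and 100% = wells lacking PME-1 enzyme; inhibitors block probe labeling so polarization falls and inhibition rises; many of its hits are not listed in these tables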
PAFAH1B2 FP inh: inhibitors of human PAFAH1B2; P68402; recombinant PAFAH1B2, FP-rhodamine activity probe, fluorescence polarization; inhibition, % at 3.39 µM; 340,000 tested, 1.2% active;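 active = inhibition above the mean of all tested compounds plus 3 SD, cut at about 24% in these data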;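 note: 0% = enzyme with DMSO and 100% = wells lacking PAFAH1B2; many of its hits are not listed in these tables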
Target sequence (P68402 whole entry, looked up): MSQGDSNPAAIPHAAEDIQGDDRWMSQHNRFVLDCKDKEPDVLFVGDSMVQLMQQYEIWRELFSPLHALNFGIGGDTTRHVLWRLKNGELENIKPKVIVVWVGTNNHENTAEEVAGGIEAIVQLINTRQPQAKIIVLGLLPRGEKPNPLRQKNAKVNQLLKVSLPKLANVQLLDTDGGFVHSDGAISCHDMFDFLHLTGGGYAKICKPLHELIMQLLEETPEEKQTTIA
pPAFAH FP inh: pPAFAH (human) enzyme inhibition; Q13093; recombinant pPAFAH, FP-rhodamine probe fluorescence polarization; inhibition, % at 3.39 µM; 330,000 tested, 1.5% active;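 active = inhibition above the mean inhibition across the screen plus 3 SD, cut at about 25% in these data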;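 note: inhibitors block binding of the rhodamine activity-based probe so polarization drops; 0% = enzyme with DMSO and 100% = wells lacking pPAFAH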
Target sequence (Q13093 whole entry, looked up): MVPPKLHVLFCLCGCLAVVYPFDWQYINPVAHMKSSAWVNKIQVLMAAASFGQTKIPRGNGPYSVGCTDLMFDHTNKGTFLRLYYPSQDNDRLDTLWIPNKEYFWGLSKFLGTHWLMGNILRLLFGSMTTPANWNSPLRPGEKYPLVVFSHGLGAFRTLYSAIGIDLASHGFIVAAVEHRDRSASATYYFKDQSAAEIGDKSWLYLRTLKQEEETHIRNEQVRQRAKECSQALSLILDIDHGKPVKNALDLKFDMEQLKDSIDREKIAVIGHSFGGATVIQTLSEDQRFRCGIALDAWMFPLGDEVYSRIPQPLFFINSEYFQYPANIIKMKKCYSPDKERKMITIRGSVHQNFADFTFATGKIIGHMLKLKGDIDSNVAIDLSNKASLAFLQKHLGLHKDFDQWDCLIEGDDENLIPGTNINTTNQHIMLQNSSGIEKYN
LYPLA2 inh: LYPLA2 (human) inhibition in PME1 counter-screen. O95372. recombinant LYPLA2, FP-Rh probe fluorescence polarization. inhibition, % at 5.9 µM. 320,000 tested, 0.38% active. AID 2177;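 active = inhibition above the screen-wide mean plus 3 SD, limit set per campaign, cut at about 26% in these data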;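 note: 0% = LYPLA2 with DMSO and 100% = wells lacking LYPLA2 enzyme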
PREPL inhibitor: human PREPL enzyme inhibition | inhibition, % at 5.96 µM | recombinant PREPL, fluorescence polarization activity-based probe | AID 2751 | Q4J6C6 | 320,000 tested, 0.68% active; in the data active = inhibition above about 43%;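 note: 0% = enzyme with DMSO and 100% = wells lacking enzyme; many of its hits are not listed in these tables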
Starred values were filed as active, the others as inactive; . = not tested or not shown. Not all compounds are listed. The share of hits here may be higher or lower than overall.

SMILES	GSTO1 inh	PAD4 inh	PAFAH1B3 inh	LYPLA1 inh	PME-1 primary	PAFAH1B2 FP inh	pPAFAH FP inh	LYPLA2 inh	PREPL inhibitor
COc1ccc(CCNC(=O)C2CCCN(S(=O)(=O)N3CC(C)CC(C)C3)C2)cc1OC (configuration not stated)	7	1	2	5	0	9	0	2	13
Cn1c(=O)c2c(ncn2CC(=O)N2CCc3ccccc3C2)n(C)c1=O	-5	-2	5	4	6	-1	0	-1	-7
CCN(CC(=O)Nc1ccc(N2CCOCC2)cc1)CC(=O)NC(C)(C)C	4	-5	5	-2	0	4	3	1	-4
COc1ccc(/C=C2\NC(=O)C(C=NCc3ccccc3)=C2O)cc1	-4	3	2	-1	-1	5	-6	0	15
CC(=O)Nc1ccc(NC(=O)CSc2ccc(C)cc2)cc1	-3	-1	1	1	-1	22	7	1	0
Cc1ccc2c(CNCc3ccco3)cc(=O)oc2c1	3	0	1	-4	-1	-4	5	-7	4
O=C(Nc1ccc2c(c1)OCO2)c1cnccn1	2	-5	0	2	-2	2	0	-1	-5
O=C1CC2(CCCCC2)Oc2ccccc21	0	-5	2	1	2	-1	5	-7	1
COc1ccc(-n2nc(C(=O)NCC(=O)N3CCCCCC3)c3ccccc3c2=O)c(OC)c1	-1	-6	1	0	4	-1	2	3	-2
CCCCCOc1ccccc1C(=O)NCCCC(=O)O	2	6	-6	5	-3	1	4	3	3
CN(C)CCNC(=O)C(=O)Nc1cc2c3c(c1)CCC(=O)N3CCC2	11	2	8	-4	-10	7	-2	1	13
CC(CN1CCC(n2nccc2NC(=O)C2CCCC2)CC1)c1ccccc1 (configuration not stated)	4	1	4	2	2	23	-1	-6	15
CC(=O)N(Cc1ccc(Br)cc1)c1ccccc1C(=O)O	1	0	9	0	-2	8	4	2	7
O=C(c1ccc(CS(=O)(=O)c2ccc(Br)cc2)o1)N1CCN(c2ccccn2)CC1	1	-2	-3	-2	-2	4	4	1	5
COc1cccc(Nc2ncc(C#N)c(N)n2)c1	11	-1	.	-3	4	.	-2	0	0
O=C(Nc1ccc(NC(=O)c2ccco2)c(Cl)c1)c1ccc2c(c1)OCCO2	-11	-9	-41	-8	-39	-32	-10	-27	6
CCOc1ccc(N=C(NN)c2ccc3ccccc3n2)cc1	5	-2	2	-3	-25	4	4	-5	-42
O=C(CSc1nnc(NC(=O)c2ccc(F)cc2F)s1)NC1CC1	-5	-8	0	-2	-9	7	-9	-6	9
CC(Sc1n[nH]c(N)n1)c1nc2scc(-c3cccs3)c2c(=O)[nH]1 (configuration not stated)	3	0	0	-2	-6	-3	3	-4	-12
COc1ccc(CCNC(=O)[C@H](C)NC(=O)N2CCn3c2nc2ccccc23)cc1OC	-2	-1	6	-1	-1	6	4	7	2
CC(C)(C)n1nc2c(c1NC(=O)c1ccccc1)CS(=O)(=O)C2	-2	0	6	2	-2	3	-1	11	3
O=C(CCCCC(=O)Nc1ccc(F)cc1F)Nc1ccc(F)cc1F	8	4	3	3	-1	8	0	5	1
CN1C(=O)c2ccccc2N(C)C1c1cccc(O)c1 (configuration not stated)	3	2	1	0	0	-1	4	-2	3
CCCCNC(=O)/C(C#N)=C/c1ccc2c(c1)OCCO2	-3	-2	0	-3	-1	4	-10	3	10
CN1C(=O)C(O)(CC(=O)c2ccc3c(c2)OCO3)c2ccccc21 (configuration not stated)	5	1	2	-4	1	1	6	-1	1
Clc1ccc(-c2noc(CN3CCCC3)n2)cc1	-10	-2	2	-1	-4	-2	4	0	4
O=C(Nc1nnc(CCS(=O)(=O)c2ccc(Br)cc2)s1)c1ccc([N+](=O)[O-])cc1	-11	-4	4	2	-4	9	-4	-6	-3
O=C(NCCCn1ccnc1)/C(=C\c1ccccc1F)NC(=O)c1ccccc1	-1	3	-3	4	6	3	4	0	0
CCC(C)N1C(=O)C2C(C(=O)Nc3cccc(OC)c3)C3C=CC2(O3)C1C(=O)NC1CCCCC1C (configuration not stated)	-5	4	-5	1	-1	3	7	4	1
Cc1nnc(Sc2nc3c(c(=O)[nH]c(=O)n3C)n2CCc2ccccc2)s1	4	-1	4	3	1	0	0	-4	-8
O=C(NC1CCCCC1)c1c(O)nc2sccn2c1=O	2	-3	0	0	-2	-2	-1	2	1
Cc1ccc(S(=O)(=O)N(C)C)cc1NC(=S)N1CCCCC1CO (configuration not stated)	6	5	2	2	-1	3	2	4	10
O=C(COC(=O)c1ccccn1)c1ccc(Br)cc1	2	-4	6	0	4	17	-3	10	13
Clc1ccc(CSc2nnc(NC3=NCCCCC3)s2)cc1	-8	-1	1	1	-5	13	15	11	0
CCN1C(=O)C(CC(=O)NC2CCCCC2)N(CC)C1=O (configuration not stated)	-3	-15	-3	-6	-11	-2	4	-12	-8
O=C(c1ccccc1)c1cc2ccccc2o1	5	-2	7	2	3	-5	7	-6	-6
CCCCn1c(N)c(N(CC(C)C)C(=O)C2CC(=O)N(c3ccc4c(c3)OCCO4)C2)c(=O)[nH]c1=O (configuration not stated)	2	-1	1	4	1	-2	1	3	-3
O=S(=O)(N1CCCCC1)N1CCN(CC(O)COc2ccc3cc(Br)ccc3c2)CC1 (configuration not stated)	5	-1	7	1	-2	5	5	2	24
COC(=O)c1ccc(NC(=O)COc2ccc(S(=O)(=O)NC(C)(C)C)cc2)cc1	-9	3	2	-2	-15	1	-1	0	-7
COC(=O)c1sc(=S)n(Cc2ccccc2)c1C	5	-2	-2	0	-2	2	-1	-7	0
CC(C)[C@H](NC(=O)c1ccccc1Cl)C(=O)OCc1cc([N+](=O)[O-])cc2c1OCOC2	-5	-1	0	-2	12	6	7	2	-5
CCC(C)[C@H](NC(=O)N1CC(=O)Nc2ccccc21)C(=O)N1CCC[C@@H]1C(=O)O (some centres not stated)	5	-2	9	-1	-3	4	3	0	-1
Cc1ccc(-c2nc(SCC(=O)Nc3cc(S(=O)(=O)N4CCCCC4)ccc3Cl)n[nH]2)cc1	-13	-1	-18	-24	-30	-3	-6	-58	5
COc1ccc(-c2nn(-c3ccccc3)cc2CNC(=O)c2cccc([N+](=O)[O-])c2)cc1	-3	2	-8	-16	-16	-6	-1	-25	-8
COc1ccc(NC(=O)CSc2ncnc3c2cnn3Cc2ccccc2)cc1OC	11	-1	7	2	0	3	4	1	-2
COc1ccc(OC)c(CNC(=O)CCS(=O)(=O)c2ccc3c(c2)oc(=O)n3C)c1	2	-2	7	-2	9	2	10	-3	4
CC(=O)c1cn(C)c(=O)[nH]c1=O	3	2	.	0	5	.	4	2	3
CCCCCn1c(=O)c(-c2nc3ccccc3[nH]2)c(O)c2ccccc21	4	-1	.	-4	-6	.	-11	-6	14

Three records picked at random from the list so far, as already listed:
SMILES	GSTO1 inh	PAD4 inh	PAFAH1B3 inh	LYPLA1 inh	PME-1 primary	PAFAH1B2 FP inh	pPAFAH FP inh	LYPLA2 inh	PREPL inhibitor
COC(=O)c1ccc(NC(=O)COc2ccc(S(=O)(=O)NC(C)(C)C)cc2)cc1	-9	3	2	-2	-15	1	-1	0	-7
CCC(C)[C@H](NC(=O)N1CC(=O)Nc2ccccc21)C(=O)N1CCC[C@@H]1C(=O)O (some centres not stated)	5	-2	9	-1	-3	4	3	0	-1
CCCCCn1c(=O)c(-c2nc3ccccc3[nH]2)c(O)c2ccccc21	4	-1	.	-4	-6	.	-11	-6	14

More compounds follow:
SMILES	GSTO1 inh	PAD4 inh	PAFAH1B3 inh	LYPLA1 inh	PME-1 primary	PAFAH1B2 FP inh	pPAFAH FP inh	LYPLA2 inh	PREPL inhibitor
O=CN1CCN(C(=O)c2cccc3c2-c2ccccc2C3=O)CC1	6	-2	3	-1	-2	6	0	10	21
CC1(C)C=C(c2ccc(C=O)s2)CC(C)(C)N1	11	3	4	2	0	3	11	5	-2
O=C(O)c1[nH]c2ccccc2c1C(c1cccc(O)c1)c1c(C(=O)O)[nH]c2ccccc12	50*	-3	4	-5	6	95*	6	3	12
Cc1ccc(NC(=O)C(C)N2C(=O)C3CC=C(Cl)CC3C2=O)cc1 (configuration not stated)	8	-4	-2	-4	-1	3	2	-1	-4
O=C(O)c1ccc(CSc2n[nH]c(-c3ccco3)n2)cc1	-17	4	4	3	-4	7	11	13	16
CCN1C(=O)c2ccccc2S(=O)(=O)c2ccc(C(=O)NC(C)C)cc21	-4	-1	1	2	1	-2	0	6	-10
CCN(CCNCC(O)COc1ccccc1C(C)C)c1cccc(C)c1 (configuration not stated)	-3	0	5	1	3	9	2	-2	13
O=C1CCCc2[nH]c(-c3ccccc3)nc21	1	-3	10	0	-1	4	3	-1	2
COc1ccc(C(c2nnnn2C2CCCCC2)N2CCN(c3ccccc3F)CC2)cc1 (configuration not stated)	-8	1	-6	-5	-6	1	-12	-7	-1
Cc1cc(OCCCn2ccnc2)ccc1[N+](=O)[O-]	0	1	2	-1	-2	4	-4	-4	7
CCCCN(C(=O)CN1C(=O)C2CCCCC2C1=O)c1c(N)n(Cc2ccccc2)c(=O)[nH]c1=O (configuration not stated)	10	0	7	0	-3	4	-1	3	7
Cc1cc(C)cc(C(=O)NC(CC(N)=O)c2ccc(NC3CCCCC3)c([N+](=O)[O-])c2)c1 (configuration not stated)	5	-2	-3	-4	2	-2	6	1	-2
CCc1ccc(NC(=O)CCc2nc3cccnc3n2Cc2ccc(OC)cc2)cc1	2	-5	1	3	-5	5	5	3	1
Cc1ccc(SCc2[nH]nc3c2C2(C(=O)Nc4ccc([N+](=O)[O-])cc42)C(C#N)=C(N)O3)cc1 (configuration not stated)	3	-4	5	-5	2	6	5	-5	2
CS(=O)(=O)c1ccc(Cl)c(NC(=O)COC(=O)CNC(=O)c2cccs2)c1	0	2	2	3	7	-1	-2	1	-2
O=C(CNC(=O)c1ccccc1F)OCc1nc2ccccc2s1	8	-1	8	-2	-4	4	-8	-5	1
CN1C2CCC1CC(N(CCc1ccccc1)C(=O)c1ccc(Cl)cc1)C2 (configuration not stated)	0	0	9	2	6	5	-4	-1	-12
Cc1ccc2[nH]c(=O)c(CN(Cc3ccccc3)C(=S)NCCCN(C)C)cc2c1	5	-4	12	4	3	9	2	-5	5
COc1ccc(N2C=C3C(=O)C(C)(OC(=O)CCc4ccccc4)C(=O)C=C3C=C2c2ccc(C#N)cc2)cc1 (configuration not stated)	14	-14	-9	-3	7	0	10	-1	12
COc1ccc(S(=O)(=O)NCCc2cn3nc(C)c(C)nc3n2)cc1F	-1	-1	3	-2	3	3	0	6	10
Cc1ccc(Cn2c(=N)c(S(=O)(=O)c3ccc(Br)cc3)cc3c(=O)n4ccccc4nc32)cc1	4	2	6	1	-7	2	5	4	-4
CCCN(C(=O)Cc1nc(N)n[nH]1)C1(C(=O)Nc2ccccc2C)CCCCC1	5	-4	4	0	4	4	0	-3	-4
Cc1cc(C(=O)N[C@@H](c2ccccc2)[C@]2(C)C[C@H]2[C@@H](C)C(=O)Nc2ccc3ccccc3c2)no1	-8	3	-3	-18	-22	-2	-8	-37	23
O=c1[nH]c(CN2CCCC2)nc2sc3c(c12)CCC3	7	0	10	0	-5	-1	0	1	0
O=C(/C=C/N1CCOCC1)c1coc2ccccc12	-2	-7	9	-1	-6	3	6	2	-8
O=C1CCC(=O)N1CC(=O)N(c1ccccc1)c1ccccc1	9	-4	7	-2	2	11	2	1	12
Cc1ccc(S(=O)(=O)N(CC(O)CN2C(=O)NC(C)(C)C2=O)c2cccc(C)c2)cc1 (configuration not stated)	6	0	6	2	-5	3	5	2	-4
